Compound activity deposited in PubChem BioAssay by several laboratories.
PfHsp90 yeast 2: inhibits growth of yeast expressing Plasmodium falciparum Hsp90; S. cerevisiae expressing PfHsp90, BacTiter-Glo ATP, 48 h; yeast lacking PDR1 and PDR3 efflux regulators; inhibition, % at 9.4 µM; hit rate 0.32% among 310,000; AID 504621;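 active = every replicate shows inhibition above about 80%, whatever the replicate mean, limit read from the data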;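 also: 0% = DMSO neutral controls and 100% = 20 µM radicicol positive controls; yeast relying on Plasmodium falciparum Hsp90 in place of its own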
phage Ecoli inh: E. coli growth loss with phage present | inhibition, % at 11.9 µM | growth absorbance | hit rate 0.26% among 360,000 | AID 651602; in the data active = inhibition above about 11%
E coli growth: counter-screen for AddAB inhibitors: E. coli growth inhibition. inhibition, % at 11.9 µM. E. coli V3065 growth, OD600 absorbance, 18 h. AID 449728. hit rate 0.27% among 330,000;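 active = inhibition above the campaign's mean inhibition across all tested compounds plus 3 SD, cut at about 9.9% in these data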;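 also: uninfected addAB+ strain grown without phage in ampicillin broth; 0% = DMSO wells and 100% = ciprofloxacin 0.95 µg/ml wells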
PKA-R1A activ: activates the PKA-R1A holoenzyme complex; PKA-R1A dissociation, Cy5-IP20 fluorescence polarization; scaled: DMSO 0%, 113 µM cGMP 100%; activation, % at 11.4 µM; hit rate 0.083% among 340,000; AID 504707;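 active = percent activation above the mean of all tested compounds plus 3 SD, cut at about 19% in these data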;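 also: higher means more PKAc released from R1A so a rise in polarization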
SUMO Mot1 rescue: SUMOylation pathway inhibition by Mot1-301 growth rescue; S. cerevisiae Mot1-301 growth rescue, ATP luminescence, 38.5C; percent above DMSO median, 100 means doubled; growth rescue, % at 18.8 µM; hit rate 1% among 320,000; AID 2716;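 active = every valid replicate shows activation above 250% relative to neutral control wells; inactive = the rest, any valid replicate at or below 250%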;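 also: OY570 slx delta 5 strain wells were the positive control but not used for scaling; some compounds called inactive have numbers as strong as hits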
Tat export inh: E. coli Tat transport inhibition; E. coli MC4100 TorA-mCherry Tat export, fluorescence; inhibition, % at 10 µM; hit rate 0.036% among 340,000; AID 488895;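 active = mean replicate inhibition at least 50% and at least half of replicates individually reaching 50%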;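 also: exported cargo escapes ClpAP degradation while cytoplasmic cargo is degraded and loses fluorescence; 0% = median of neutral control wells and 100% = median of NaSCN control wells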
AddAB inh: less growth of phage-infected E. coli with AddAB; hit rate 0.29% among 330,000; E. coli expressing H. pylori AddAB, absorbance growth; inhibition, % at 11.9 µM; in the data active = inhibition above about 12%;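 also: 0% = vehicle wells of infected cells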
Pemphigus Ab inh: inhibitors of pemphigus antibody binding to human desmoglein-3; binding (percent of control), % at 10 µM; hit rate 0.48% among 310,000; DSG3-coupled beads, scFv-anti-DSG3-GFP binding, flow cytometry; active compounds read low; P32926;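 active = binding more than 3 SD below its plate's average and above zero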;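 also: hits lower antibody fragment binding to DSG3; some compounds called inactive have numbers as strong as hits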
Target sequence (P32926 whole entry, looked up, the tested form may be a part): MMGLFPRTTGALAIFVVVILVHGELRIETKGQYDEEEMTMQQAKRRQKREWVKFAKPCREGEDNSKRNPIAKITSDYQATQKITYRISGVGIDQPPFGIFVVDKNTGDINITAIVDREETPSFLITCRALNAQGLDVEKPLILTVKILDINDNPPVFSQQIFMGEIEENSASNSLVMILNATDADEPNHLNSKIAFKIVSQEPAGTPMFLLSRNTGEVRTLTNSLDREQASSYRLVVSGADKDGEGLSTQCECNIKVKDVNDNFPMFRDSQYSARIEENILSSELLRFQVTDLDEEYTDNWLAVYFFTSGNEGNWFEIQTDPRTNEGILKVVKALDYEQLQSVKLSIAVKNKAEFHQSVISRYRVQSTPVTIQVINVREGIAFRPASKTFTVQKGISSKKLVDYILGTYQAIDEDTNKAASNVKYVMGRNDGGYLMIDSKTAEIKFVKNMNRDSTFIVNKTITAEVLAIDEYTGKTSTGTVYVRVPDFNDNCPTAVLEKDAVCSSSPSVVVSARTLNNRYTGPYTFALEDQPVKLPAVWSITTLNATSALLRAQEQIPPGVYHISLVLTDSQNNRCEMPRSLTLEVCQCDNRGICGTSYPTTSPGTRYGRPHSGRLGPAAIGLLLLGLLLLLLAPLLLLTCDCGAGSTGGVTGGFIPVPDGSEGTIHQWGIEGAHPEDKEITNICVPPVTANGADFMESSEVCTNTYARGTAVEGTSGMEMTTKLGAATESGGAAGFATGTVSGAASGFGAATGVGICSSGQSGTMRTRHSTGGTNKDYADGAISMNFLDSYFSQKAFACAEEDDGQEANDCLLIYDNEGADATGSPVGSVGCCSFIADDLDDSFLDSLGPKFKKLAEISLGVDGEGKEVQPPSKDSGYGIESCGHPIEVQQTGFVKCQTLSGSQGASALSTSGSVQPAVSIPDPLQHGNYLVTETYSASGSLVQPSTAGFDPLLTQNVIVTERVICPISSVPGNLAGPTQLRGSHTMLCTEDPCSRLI
OPRM1-OPRD1 inv: inverse agonist of human OPRM1-OPRD1 heterodimerization; inhibition, % at 9.3 µM; hit rate 0.21% among 340,000; P35372+P41143; cell-based MOR-DOR heterodimer luminescence, inverse agonism; in the data active = inhibition above about 22%, passing the limit was not always enough;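 also: 0% = cells with DMSO and 100% = wells without cells with DMSO; values of inactives mirror those of a sister screen read the other way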
Arr AP2 block: inhibitors of human beta-arrestin and AP2 interaction. inhibition, % at 10 µM. FITC-arrestin peptide / GST-AP2 beads, flow cytometry; AP2 beta2 appendage carries R879A mutation. hit rate 0.31% among 340,000;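 active = inhibition above a set limit, near 3 SD of compounds lacking own fluorescence, cut at about 54% in these data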;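 also: plate controls were DMSO wells for no effect and 5 µM unlabelled arrestin peptide for full effect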
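System: GST-tagged AP2 beta2-adaptin appendage (R879A) on 4 µm glutathione beads / Reagent: FITC-arrestin peptide, 50 nM / Detection: HyperCyt-sampled flow cytometry, FL1 channel, ex 488/em 535 nm / Timing: 12 min plus 1 h, RT / Buffer or medium: PBS plus Tween 20 (0.05%) and BSA (0.1%)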
MOR-DOR ag: OPRM1-OPRD1 heterodimerization agonism | P35372+P41143 | cells, luminescence | activation, % at 9.3 µM | hit rate 0.3% among 340,000 | AID 504326; in the data active = activation above about 18%;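 also: 0% = vehicle-treated cells and 100% = reference agonist; values of inactives mirror those of a sister screen read the other way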
Numbers without * were called inactive; . = not tested or not shown.

SMILES	PfHsp90 yeast 2	phage Ecoli inh	E coli growth	PKA-R1A activ	SUMO Mot1 rescue	Tat export inh	AddAB inh	Pemphigus Ab inh	OPRM1-OPRD1 inv	Arr AP2 block	MOR-DOR ag
COc1ccccc1CNC(=O)Cn1c(=O)c2cccn2c2cccnc21	3	1.0	1.1	-4	278	-3	2.5	107	9	1	-1.8
Nc1nc(-c2ccco2)nn1C(=O)c1cccnc1	4	2.7	-2.6	-4	10	2	-0.1	.	8	1	-1.4
COc1ccc(S(=O)(=O)Nc2ccc3c(c2)C(=O)N([C@H](C)CO)C[C@H](C)[C@@H](CN(C)S(=O)(=O)c2ccccc2)O3)cc1	1	1.2	0.3	0	1	6	2.4	96	14	-3	-2.4
Cc1cccc(N=c2oc3cc(O)ccc3cc2C(N)=O)c1	6	3.3	1.4	-4	-6	-1	1.9	.	6	1	-1.1
CCc1cc(=O)[nH]c(SCCc2ccccc2)n1	-7	.	1.0	-15	-6	-1	2.3	100	3	-3	-0.6
Cc1cccc(/C=N/n2c(C)nnc2C)c1	-15	3.3	2.0	-6	1	8	3.3	102	-3	21	0.5
N#CCCN(C(=S)NC(=O)c1ccco1)c1ccccc1F	5	3.4	2.2	2	-5	16	1.2	97	13	5	-2.5
COc1ccc(-n2c(=S)[nH]c3cc(C(=O)Nc4ccccc4OC)ccc3c2=O)c(OC)c1	23	2.1	2.3	3	-4	2	3.4	.	16	26	-2.2
CC12C(=O)N(c3ccccc3C(=O)O)C(=O)C1C1C=CC2C1 (stereo unspecified)	16	1.3	4.2	-7	12	-12	1.0	105	6	-2	-1.0
CCOC(=O)c1cnc2c(-c3cccc(Br)c3)cnn2c1C	-27	1.2	0.1	-3	-2	-1	1.6	.	3	24	-0.6
Cc1cccc(N2C(=O)C3CCCN3C2=S)c1 (stereo unspecified)	0	1.3	-2.7	-6	9	-5	0.5	103	17	2	-3.8
O=c1[nH]n2c(C(F)(F)F)cc(C3CC3)nc2c1N=Nc1ccccc1	28	4.3	-1.9	7	28	2	2.3	99	19	-2	-3.3
CN(C)CCNC(=S)Nc1ccccc1C(C)(C)C	15	4.7	0.6	2	-2	3	3.4	102	-3	8	0.5
CC(Cn1nnc2ccccc21)C(=O)O (stereo unspecified)	.	1.8	0.6	-11	-4	0	-0.4	110	4	-14	-0.9
C=CCc1cccc(/C=N/c2ncn[nH]2)c1O	6	-2.1	0.4	-12	-12	11	-0.2	103	10	-7	-1.7

(continued)
SMILES	PfHsp90 yeast 2	phage Ecoli inh	E coli growth	PKA-R1A activ	SUMO Mot1 rescue	Tat export inh	AddAB inh	Pemphigus Ab inh	OPRM1-OPRD1 inv	Arr AP2 block	MOR-DOR ag
CCOC(=O)C(C)Oc1ccccc1C1NC(=O)NC(C)=C1C(=O)Nc1ccc(C)c(C)c1 (stereo unspecified)	.	0.9	3.5	-3	-3	7	0.2	106	-7	10	1.4
COc1ccc(OCc2nn[nH]n2)cc1	0	4.5	-1.5	-14	18	0	0.8	119	13	23	-2.8
O=C(Nc1ccccc1N1CCOCC1)c1ccccc1NS(=O)(=O)c1ccc(F)cc1	12	-0.8	-0.2	12	-11	5	-1.1	101	6	-5	-1.0
O=C(CCn1cccn1)Nc1ccc(-c2ccno2)cc1	-21	-0.3	0.2	0	2	-2	4.7	100	10	-3	-1.9
NC(=O)C1CCN(Cc2nc3ccccc3c(=O)[nH]2)CC1	-11	2.5	-2.2	1	66	-7	0.3	101	14	-2	-2.8
CC(C)(C)C(=O)C1=C(O)C(=O)N(c2ccccc2)C1c1ccccc1 (stereo unspecified)	19	3.1	-0.2	-8	6	-6	2.5	103	8	-8	-1.8
CN(CC(=O)Nc1ccncc1)S(=O)(=O)c1ccc(Br)cc1	-2	3.3	-1.9	-1	12	6	-1.4	101	-24	-4	4.3
Nc1cccnc1Sc1cc(Cl)cc(Cl)c1	-20	1.9	-1.4	-1	-12	-4	0.2	96	1	1	-0.2
CC1(C)CN(C(=S)Nc2ccc(F)cc2F)C1=O	-2	0.4	1.6	-1	99	-16	0.1	104	-5	-8	1.0
CC(C#N)(NC(=O)CN1CCN(S(=O)(=O)c2ccccc2Cl)CC1)C1CC1 (stereo unspecified)	37	2.4	-1.4	10	5	-2	0.7	104	6	14	-1.7
O=C(CCNC(=O)c1ccc(Br)cc1)NCC1COc2ccccc2O1 (stereo unspecified)	-74	0.7	-3.8	0	-3	-1	-1.0	106	-13	-6	4.0
COc1ccc(CNc2ccc(Br)cc2)cc1	-2	-1.9	0.4	-6	.	9	-0.3	108	-21	8	3.9
CCN(CC)S(=O)(=O)c1ccc(N2CCN(C)CC2)c(NC(=O)Nc2ccc(C)cc2)c1	13	1.6	0.8	10	0	3	1.2	95	-7	-2	0.8
CC(C)(C)c1ccccc1NC(=O)Cn1c(=O)cnc2ccccc21	5	4.8	-2.3	-2	6	-7	-2.2	119	10	.	-2.0
CSc1nc(N)c2c(C)c(C)sc2n1	10	4.3	-0.6	-7	-13	1	0.5	96	9	4	-1.2

The listing continues.
SMILES	PfHsp90 yeast 2	phage Ecoli inh	E coli growth	PKA-R1A activ	SUMO Mot1 rescue	Tat export inh	AddAB inh	Pemphigus Ab inh	OPRM1-OPRD1 inv	Arr AP2 block	MOR-DOR ag
O=C(COc1cc(F)ccc1[N+](=O)[O-])Nc1ccc2c(c1)OCO2	.	1.0	-0.5	-1	0	6	0.9	.	12	16	-3.0
COc1ccccc1C(=O)OCC(=O)c1ccc(CNC(C)=O)s1	-1	2.6	1.4	13	2	-2	1.7	.	-2	3	0.4
COc1ccc(C2=CC(c3sccc3C)n3nnnc3N2)cc1 (stereo unspecified)	-9	2.3	2.1	6	227	-11	0.5	104	11	5	-1.9
COc1cc(C)nc(Oc2ccc(=O)n(C)n2)n1	7	-0.5	.	-10	.	7	.	95	14	-41	-2.8
COc1ccc(NC(=O)CCC(=O)N(Cc2ccc(OC)c(OC)c2)c2nccs2)c(OC)c1	7	4.4	0.8	-9	1	7	3.4	111	-5	56*	0.9
Cc1ccc(C(=O)N/C(=C/c2ccco2)C(=O)N2CCC(C)CC2)cc1	4	-0.4	-5.8	6	58	-2	1.2	108	7	0	-1.1
Cc1cc(C)nc(NC(=O)c2cccc([N+](=O)[O-])c2C)n1	-1	-0.2	-1.8	-2	1	0	-0.8	112	11	-4	-2.8
CCSc1nnc(N(CCC(=O)O)CCC(=O)O)s1	9	0.5	-1.7	7	-8	4	-2.0	102	5	29	-1.0
COc1ccc(CN(C(=O)/C=C/c2ccco2)C2CCS(=O)(=O)C2)cc1 (stereo unspecified)	0	2.8	-0.8	1	3	-3	-1.4	106	2	36	-0.5
CC(C)Cn1c(N)c(C(=O)CSc2n[nH]c(N)n2)c(=O)n(C)c1=O	-27	1.2	0.0	6	-11	2	0.9	116	14	-2	-3.3
CCCc1ccc(-c2c(C)sc(NC(=O)c3ccnn3C)c2C#N)cc1	-5	1.7	-1.6	6	-16	3	0.3	96	-3	1	0.6
O=C(Nc1cc(S(=O)(=O)N2CCOCC2)ccc1N1CCOCC1)C1CCCO1 (stereo unspecified)	5	2.7	1.3	-2	2	-1	5.4	104	11	-11	-2.2
Cc1c(C(=O)O)cccc1-n1c(C)cc(C=O)c1C	-16	2.0	1.9	-2	13	-5	1.2	98	15	26	-2.9
CCc1cccc(C)c1NC(=O)COC(=O)CSCc1ccccc1	-14	4.7	-1.0	1	22	6	-2.2	124	18	-10	-3.8
CC1CCCN(S(=O)(=O)c2ccc3c(c2)C(C)(C)C(=O)N3C)C1 (stereo unspecified)	-1	.	-3.8	-2	-10	1	4.3	119	3	6	-0.5

The listing continues:
SMILES	PfHsp90 yeast 2	phage Ecoli inh	E coli growth	PKA-R1A activ	SUMO Mot1 rescue	Tat export inh	AddAB inh	Pemphigus Ab inh	OPRM1-OPRD1 inv	Arr AP2 block	MOR-DOR ag
Cc1ccc(CSCC(=O)Nc2ccccc2F)cc1	.	2.6	-0.2	0	32	1	1.4	112	3	10	-0.6
Cc1c(OCc2nn[nH]n2)ccc2c(-c3ccccc3)cc(=O)oc12	.	2.0	0.3	-11	32	8	-0.8	105	13	1	-2.2
CC(CC(=O)Nc1ccc(Cl)c([N+](=O)[O-])c1)c1ccccc1 (stereo unspecified)	-12	4.9	-1.9	4	3	1	2.2	91	-30	16	5.0
CCOc1ccc(N(CC(=O)Nc2ccc(OC)cc2)S(C)(=O)=O)cc1	-3	0.6	0.7	6	57	9	-0.7	100	7	6	-1.6
O=c1c2c(-c3ccc(Cl)cc3)csc2nc2n1CCC2	6	2.0	-1.2	-10	27	-7	-1.6	100	-2	-2	0.3
Cc1ccc(-c2nsc(SCC(=O)Nc3ccc4c(c3)OCO4)n2)cc1	1	-0.9	1.4	-12	10	-1	3.9	128	-9	-11	1.6
Cc1[nH]c2ccccc2c1/C=N/NC(=O)CNC(=O)c1ccc2c(c1)OCCO2	4	1.3	0.3	5	-16	-9	-0.7	111	6	12	-1.2
Cc1cc(C)c(OCCN2CCCC2)c(Cl)c1	8	0.2	0.7	4	18	14	1.0	109	10	4	-2.0
CCOc1ccc(-n2c(=O)c3c(C)c(C(=O)N(C)C)sc3n(CC(=O)Nc3ccccc3F)c2=O)cc1	-2	-0.2	1.6	-7	0	6	3.7	116	0	5	-0.1
Cc1c(Cl)cccc1NC(=S)NNS(=O)(=O)c1ccc([N+](=O)[O-])cc1	-11	1.0	0.4	7	11	-7	1.6	101	-6	33	1.1
O=C(CN1CCN(c2ccc(Cl)cc2)CC1)NCc1ccccc1	-1	5.4	-0.1	-10	2	-3	0.8	92	-3	8	0.4
N#CC(Cc1cc2ccccc2n1S(=O)(=O)c1ccccc1)OCc1ccccc1 (stereo unspecified)	1	1.1	-0.7	-4	.	-3	-1.2	100	2	-2	-0.5
COc1ccc(C(=O)Nc2cc(-c3ccc(C)cc3)no2)cc1	-3	3.4	.	0	10	1	.	100	-17	-2	3.5
Cc1ccc(/C=N/N=C/c2ccc(C)cc2)cc1	0	1.9	0.8	12	73	-4	3.5	102	-6	13	1.2
COc1cccc(-n2cc(CNC(=O)C3CCC(=O)N(C4CC4)C3)cn2)c1 (stereo unspecified)	-9	0.5	-1.6	-9	-1	-2	-0.9	.	2	1	-0.3
COc1cc(CNn2cn[nH]c2=S)cc(Cl)c1OCc1ccccc1	-9	1.5	-3.4	-8	4	1	1.3	98	-11	-5	1.7
O=C(NCc1cccnc1)C1CC(=O)N(C2CCCCC2)C1 (stereo unspecified)	7	1.1	2.7	2	28	4	3.2	98	-2	-5	0.3
COc1ccc(OC)c(NC(=S)N2CCC(C(O)(c3ccccc3)c3ccccc3)CC2)c1	-5	0.7	0.9	2	-10	3	-0.8	97	4	-17	-0.8
